SENP1 inh: human SENP1 catalytic domain inhibitors, primary screen, biochemical, FRET, uHTS; recombinant SENP1 catalytic domain, CyPet-SUMO1-YPet FRET cleavage; actives 0.21% (n = 360,000); inhibition, % at 10 µM; Sentrin-specific protease 1 (Homo sapiens), Q9P0U3; AID 624204, 2012;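 active = inhibition at least 30% at 10 µM, raw YFP signal under a set limit, fluorescence ratio 0.5 to 1.5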;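 also: 0% = enzyme with DMSO and 100% = no enzyme wells; some results filed as inactive read as strong as hits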
Target sequence (Q9P0U3 419-644 limits assumed): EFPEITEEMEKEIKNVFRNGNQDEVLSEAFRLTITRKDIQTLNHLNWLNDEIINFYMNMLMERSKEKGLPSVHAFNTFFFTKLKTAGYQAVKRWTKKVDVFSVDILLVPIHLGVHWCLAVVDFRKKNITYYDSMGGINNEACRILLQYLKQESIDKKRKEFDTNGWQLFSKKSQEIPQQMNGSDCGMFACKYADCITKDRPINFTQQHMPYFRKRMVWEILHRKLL
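Controls: no-enzyme wells low, DMSO-plus-enzyme wells high control. Test system: human recombinant His6-tagged SENP1 catalytic domain enzyme. Reagent: SFCypet-SUMO1-SFYpet FRET protein substrate, 25 nM final. Doses: one dose per compound, 10 µM, 0.5% DMSO. Detection: FRET, CFP and YFP emission. Timing: 50 min reaction at room temperature.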
SENP8 block-1: human SENP8 protease inhibitors, primary screen, biochemical, fluorescence, Nedd8 protein substrate, uHTS | recombinant SENP8 | inhibition, % at 20 µM | actives 0.64% (n = 360,000) | AID 602440, 2012; in the data active = inhibition mostly above about 40%, no sharp cut-off; inactive = mostly below about 27%
Target sequence (Q96LD8 whole entry, looked up): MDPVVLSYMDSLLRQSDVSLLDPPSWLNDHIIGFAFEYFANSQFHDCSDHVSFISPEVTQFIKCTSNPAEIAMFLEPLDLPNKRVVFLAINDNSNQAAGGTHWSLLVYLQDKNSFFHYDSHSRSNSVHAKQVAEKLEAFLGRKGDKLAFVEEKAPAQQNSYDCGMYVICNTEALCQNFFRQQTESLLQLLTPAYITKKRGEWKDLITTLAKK
Apaf-1 inh: inhibitors of human Apaf-1 apoptosome, primary screen, biochemical, DEVD-Rh110 fluorescence, uHTS; inhibition, % at 20 µM; actives 0.71% (n = 330,000); reconstituted apoptosome caspase-3 activity; Apoptotic protease-activating factor 1 (Homo sapiens), O14727; active = inhibition of at least 40% at 20 µM;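 also: plate controls were DMSO wells for no effect and DEVD-CHO caspase inhibitor wells for full effect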
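Material: reconstituted apoptosome with Apaf-1, cytochrome c, caspase-9, procaspase-3, dATP. Technique: Rh110 fluorescence intensity. Buffer or medium: pH 7.5 Hepes buffer with CHAPS, BSA, DTT. Times: 30 min plus 50 min, RT.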
SENP6 inh: SENP6 protease inhibitors, primary screen, biochemical, luminescence, uHTS; Recombinant SENP6 catalytic domain, aminoluciferin luminescence; inhibition, % at 10 µM; actives 1.8% (n = 330,000); AID 2599, 2010;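 active = inhibition above about 50% at the single tested dose, limit read from the data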;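 also: plate controls were DMSO wells with enzyme for no effect and DMSO wells lacking enzyme for full effect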
SENP8 block-2: SENP8 protease inhibitors, primary screen, biochemical, luminescence. Sentrin-specific protease 8 (Homo sapiens), Q96LD8. inhibition, % at 10 µM. purified SENP8, Z-RLRGG-aminoluciferin cleavage. actives 1.2% (n = 330,000). AID 2540, 2010; in the data active = inhibition above about 50%
SENP7 inh: SENP7 protease inhibitors, primary screen, biochemical, luminescence, uHTS | Sentrin-specific protease 7 (Homo sapiens), Q9BQF6 | recombinant SENP7, Z-RLRGG-aminoluciferin luminescence, 40 min | inhibition, % at 5 µM | actives 1.5% (n = 330,000) | AID 434973, 2010;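 active = inhibition above about 50% at the single test dose, limit read from the data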;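 also: plate controls were DMSO with enzyme for no effect and no enzyme buffer wells for full effect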
Target sequence (Q9BQF6 706-1050 limits assumed): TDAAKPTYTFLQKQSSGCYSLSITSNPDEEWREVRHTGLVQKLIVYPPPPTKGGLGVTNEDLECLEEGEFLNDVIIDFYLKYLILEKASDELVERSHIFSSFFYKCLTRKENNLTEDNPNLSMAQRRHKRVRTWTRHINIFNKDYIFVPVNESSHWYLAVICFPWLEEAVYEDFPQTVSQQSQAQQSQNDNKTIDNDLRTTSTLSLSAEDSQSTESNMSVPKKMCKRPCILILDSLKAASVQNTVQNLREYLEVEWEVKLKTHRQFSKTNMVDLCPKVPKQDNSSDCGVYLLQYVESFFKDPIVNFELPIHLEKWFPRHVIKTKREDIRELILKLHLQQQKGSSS
UBC13 inh: UBC13 polyubiquitin chain formation inhibitors, primary screen, biochemical, TR-FRET, uHTS. inhibition, % at 20 µM. actives 0.47% (n = 330,000). AID 485273, 2010; in the data active = inhibition above about 45%, passing the limit was not always enough
Target sequence (P61088 whole entry, looked up): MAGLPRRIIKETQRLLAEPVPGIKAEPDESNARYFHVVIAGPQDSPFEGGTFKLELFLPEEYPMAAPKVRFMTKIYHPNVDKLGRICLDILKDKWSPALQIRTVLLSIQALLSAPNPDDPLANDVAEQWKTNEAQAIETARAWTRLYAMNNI
APOBEC3G inh: APOBEC3G DNA deaminase inhibitors, primary screen, biochemical, fluorescence, single-stranded DNA substrate, uHTS | DNA dC->dU-editing enzyme APOBEC-3G (Homo sapiens), Q9HC16 | inhibition, % at 20 µM | actives 0.28% (n = 330,000) | AID 493012, 2011 | recombinant A3G, ssDNA deamination FAM/TAMRA fluorescence;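 active = inhibition of at least 40% at 20 µM, with no more than 30% in the related APOBEC3A deaminase screen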;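 also: plate controls were DMSO wells with A3G for no effect and wells lacking A3G enzyme for full effect; some compounds called inactive have numbers as strong as hits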
* marks the source's active call; other numbers are inactive results; i = inactive. The order is random (roughly 3.6% active in at least one column).

SMILES	SENP1 inh	SENP8 block-1	Apaf-1 inh	SENP6 inh	SENP8 block-2	SENP7 inh	UBC13 inh	APOBEC3G inh
CS(=O)(=O)N(CC(=O)NCc1ccc2c(c1)OCO2)Cc1ccccc1	1	-4	4	-17	-4	-3	-7	-3
COC(=O)CCCC1=CC2=CC(=O)C(C)(OC(=O)c3cccs3)C(=O)C2=CN1CCN1CCOCC1 (stereo unspecified)	-72	51*	16	19	7	6	-46	-6
COc1cc(C(=S)N2CCCC2)ccc1OC(=O)c1ccc(Cl)cc1[N+](=O)[O-]	1	17	25	-24	-5	-4	-12	-1
COc1cccc(NC(=O)CN(C)C(=O)c2ccc(OCC3CCCO3)cc2)c1 (stereo unspecified)	-1	3	4	-12	-12	5	-2	-7
COc1cccc(CN(C)C(=O)c2ccccc2SCC(=O)N2CCCC2)c1	1	1	-8	-7	-3	-1	1	-16
CCCc1n[nH]c(=O)[nH]1	2	26	-14	7	-1	-2	3	-11
Cc1cc(C)c(NC(=O)CNC(=O)Cc2sc(C)nc2-c2ccc(F)cc2)c(C)c1	2	-3	7	7	-1	14	0	3
Cc1ccc(S(=O)(=O)N2CCOCC2)cc1C(=O)N(Cc1nnc(-c2ccccc2Cl)o1)C1CC1	-3	4	1	1	1	0	5	-7
O=C(O)CCC(=O)Nc1sc2c(c1C(=O)NCc1ccccc1)CCCC2	2	-6	-3	4	0	4	-4	-4
CC(C)(C)c1ccc(C(=O)c2c[nH]c(C(=O)O)c2)cc1	2	5	7	85*	78*	75*	0	-7
CC(C)Cn1c(SCC(=O)N2CCc3ccccc3C2)nc2cc(Cl)ccc2c1=O	1	7	22	-11	-13	-5	-7	-8
Clc1ccc2c(NCc3ccco3)ncnc2c1	3	17	-3	-2	1	-3	8	-7
CCOc1ccccc1C(=O)Nc1ccc2nc3n(c(=O)c2c1)CCCCC3	1	1	1	-4	9	1	14	-7
O=C(CC1C[C@H](C(=O)N2CCOCC2)[C@@]2(CCC3CCCC3)c3[nH]c4ccccc4c3CCN2C1=O)NCCC1=CCCCC1 (stereo partly specified)	0	14	2	0	-4	5	4	-7
N/C(=N\OC(=O)c1ccc(Cl)c(Cl)c1)c1cccc(CSc2ccccn2)c1	3	26	-14	3	-6	0	7	-3

A second format for 3 compounds above.
SMILES,SENP1 inh,SENP8 block-1,Apaf-1 inh,SENP6 inh,SENP8 block-2,SENP7 inh,UBC13 inh,APOBEC3G inh
CC(C)(C)c1ccc(C(=O)c2c[nH]c(C(=O)O)c2)cc1,2,5,7,85*,78*,75*,0,-7
CC(C)Cn1c(SCC(=O)N2CCc3ccccc3C2)nc2cc(Cl)ccc2c1=O,1,7,22,-11,-13,-5,-7,-8
Clc1ccc2c(NCc3ccco3)ncnc2c1,3,17,-3,-2,1,-3,8,-7

More records:
SMILES	SENP1 inh	SENP8 block-1	Apaf-1 inh	SENP6 inh	SENP8 block-2	SENP7 inh	UBC13 inh	APOBEC3G inh
CC(C)NC(=S)N1CCC(Cc2ccccc2)CC1	0	13	2	2	-9	-1	-6	-3
COC(=O)c1ccc(NC(=O)COc2ccc3c(c2)OCO3)cc1	1	4	3	-7	-1	6	2	-5
O=C(CC(Nc1ccc(F)cc1)C(=O)O)c1ccccc1 (stereo unspecified)	-14	-30	17	96*	83*	74*	-8	-2
Cc1cc(=O)n2nc(N3CCC(C(=O)NCc4ccco4)CC3)sc2n1	1	1	6	-2	-7	10	-4	-3
O=C1C=C(Nc2cccc(Cl)c2)CC(c2ccco2)C1 (stereo unspecified)	-40	-12	-13	-11	-2	-2	7	-4
CN(C(=O)CCn1c(=S)oc2ccccc21)C1CCCCC1	2	15	-8	-4	-1	9	19	-2
O=C(Oc1cccc(C(=S)N2CCOCC2)c1)c1cccc(Cl)c1	1	6	14	-2	3	-7	-2	-5
CC(C)CC(NC(N)=O)C(=O)NCc1ccccc1Cl (stereo unspecified)	-1	-7	1	-8	5	6	9	-8
CCOC(=O)C1CCN(S(=O)(=O)c2ccc3c(c2)N(C)C(=O)CC(=O)N3C)CC1	1	2	-8	7	2	7	2	-6
O=C(O)C[C@H]1c2ccccc2S(=O)(=O)N1c1ccccc1	3	9	-7	-5	-2	-2	2	-6
COc1ccc(C2C(C#N)=C(N)OC3=C2C(=O)CC(C)(C)C3)cc1OC (stereo unspecified)	-1	11	4	4	0	2	2	-3
COc1ccc(-n2c(SCC(=O)Nc3nccs3)nc3c(c2=O)SCC3)cc1	-2	0	6	-9	0	-6	-4	-9
CCc1c(C2(O)CCCCC2)[nH]c2ccc(C(=O)OC)cc12	-7	-168	3	-12	-9	-2	10	-3
CN1CC(=O)N(CC(=O)Nc2ccc(OCc3ccccc3)cc2)C1=O	2	1	29	-20	-14	-2	11	3
CCCC1c2ccc(C)n2CCN1C(=O)Nc1ccc(F)cc1 (stereo unspecified)	-16	-42	0	-40	-12	-6	6	-8

Next part, overlapping the part above by 2 compounds.
SMILES	SENP1 inh	SENP8 block-1	Apaf-1 inh	SENP6 inh	SENP8 block-2	SENP7 inh	UBC13 inh	APOBEC3G inh
CN1CC(=O)N(CC(=O)Nc2ccc(OCc3ccccc3)cc2)C1=O	2	1	29	-20	-14	-2	11	3
CCCC1c2ccc(C)n2CCN1C(=O)Nc1ccc(F)cc1 (stereo unspecified)	-16	-42	0	-40	-12	-6	6	-8
O=C(c1n[nH]c(=O)c2ccccc12)N1CCN(c2ccccc2Cl)CC1	-2	10	4	-11	0	0	3	-5
Cc1c(C)c2ccc(Oc3ccc([N+](=O)[O-])cc3C(F)(F)F)c(C)c2oc1=O	0	8	19	-9	-9	1	-12	-1
CCCc1cc(=O)oc2c(C)c(OCc3nn[nH]n3)ccc12	-2	-80	-4	22	4	0	-3	1
CCOC(=O)C(Oc1ccc(=O)[nH]n1)C(C)=O (stereo unspecified)	1	20	-2	-9	4	-1	2	1
CCN=C1S/C(=C\c2ccc(N3CCOCC3)cc2C)C(=O)N1CC	-27	-62	13	6	5	8	2	-2
O=S(=O)(/N=C(\[O-])C[n+]1ccccc1)c1ccc(Cl)cc1	2	3	-3	-7	-6	-2	-9	-2
COC(=O)c1cc2oc(C)cc2n1CC(=O)N1CCCc2ccccc21	-5	-3	-5	-9	0	-12	-10	12
CCOC(=O)Cc1csc(NC(=O)CSc2nnc(-c3ccc(OC)cc3)n2C)n1	3	9	2	9	6	-3	3	1
COC(=O)[C@H]1[C@H]2C[C@@H]3c4[nH]c5cc(OC)ccc5c4CCN3C[C@H]2C[C@@H](OC(=O)c2ccc(N)cc2)[C@@H]1OC	-34	-164	-5	-4	2	10	19	-6
CC(C)(C)N(Cc1ccccc1)C(=O)c1ccc(Cl)cc1[N+](=O)[O-]	1	23	5	-2	-11	-6	-18	-3
COc1ccc2oc(C(=O)OC(C)C(=O)N(C)c3ccccc3)c(C)c2c1 (stereo unspecified)	-4	-435	8	-5	-9	16	8	-6
COc1ccc(OC)c(NC(=O)C(CCS(C)(=O)=O)NC(C)=O)c1 (stereo unspecified)	2	20	-19	-34	0	3	2	-2
CC1(C)CC(=O)C=C(c2cccc3c2Oc2ccccc2S3)C1	11	15	9	2	11	-10	17	-10
Cc1ccccc1S(=O)(=O)N(CC(O)CN1C(=O)NC(C)(C)C1=O)c1ccccc1 (stereo unspecified)	-1	13	-20	6	4	0	1	-4
NC(=O)c1ncc(C(F)(F)F)cc1Oc1cccc(C(F)(F)F)c1	1	13	4	-16	-6	-1	-1	-1

Ordered by SMILES length (smallest number first): part of the list above
SMILES	SENP1 inh	SENP8 block-1	Apaf-1 inh	SENP6 inh	SENP8 block-2	SENP7 inh	UBC13 inh	APOBEC3G inh
CCOC(=O)C(Oc1ccc(=O)[nH]n1)C(C)=O (stereo unspecified)	1	20	-2	-9	4	-1	2	1
CCN=C1S/C(=C\c2ccc(N3CCOCC3)cc2C)C(=O)N1CC	-27	-62	13	6	5	8	2	-2
NC(=O)c1ncc(C(F)(F)F)cc1Oc1cccc(C(F)(F)F)c1	1	13	4	-16	-6	-1	-1	-1
O=S(=O)(/N=C(\[O-])C[n+]1ccccc1)c1ccc(Cl)cc1	2	3	-3	-7	-6	-2	-9	-2
CC(C)(C)N(Cc1ccccc1)C(=O)c1ccc(Cl)cc1[N+](=O)[O-]	1	23	5	-2	-11	-6	-18	-3
COC(=O)[C@H]1[C@H]2C[C@@H]3c4[nH]c5cc(OC)ccc5c4CCN3C[C@H]2C[C@@H](OC(=O)c2ccc(N)cc2)[C@@H]1OC	-34	-164	-5	-4	2	10	19	-6

Next records.
SMILES	SENP1 inh	SENP8 block-1	Apaf-1 inh	SENP6 inh	SENP8 block-2	SENP7 inh	UBC13 inh	APOBEC3G inh
O=Cc1ccc(OCC(=O)N2CCOCC2)cc1	1	7	15	-17	-4	3	-9	19
O=[N+]([O-])c1ccc2c(OCc3nnc(-c4ccccc4Br)o3)ncnc2c1	-63	-149	8	9	-4	7	0	4
CCOC(=O)C1CCN(S(=O)(=O)c2cc(C(=O)OC)n(C)c2)CC1	2	16	6	-11	-9	12	-5	-10
CCn1cc(C(=O)NCc2ccc3c(c2)OCO3)c(=O)c2cc(F)c(N3CCN(C)CC3)cc21	-2	-48	1	-3	-4	1	21	-1
CC(=O)c1sc(NC(=O)c2ccc(Cl)cc2)nc1C	-4	-27	-4	0	37	72*	-4	-1
CCn1cc(C(=O)NN)c(=O)c2cc(F)c(NC3CCCCC3)cc21	2	-154	13	-14	7	4	8	3
COc1ccc(S(=O)(=O)N2CCCC(C(=O)NC3CC3)C2)cc1OC (stereo unspecified)	0	12	-5	2	-1	-4	-4	-10
CC(C)(C)c1cc(C(=O)N/N=C/c2ccc([N+](=O)[O-])s2)n[nH]1	-15	19	13	36	21	13	-10	2
Cc1nc(C)c(C(=O)C2=C(O)C(=O)N(CCN(C)C)C2c2cccs2)s1 (stereo unspecified)	-2	30	0	-1	5	3	-1	-7
CCc1ccc(NC(=O)N(CCCN2CCOCC2)Cc2cccs2)cc1	-1	12	3	1	-1	-2	4	-6
COc1ccc(NC(=O)CN(C)C(=O)c2cc(-c3ccc(OC)cc3)nc3ccccc23)cc1	-2	i	13	-26	-11	-15	12	-15
COc1ccc(Cn2c(C3CC3)nc3ccc(NC(=O)c4ccco4)cc3c2=O)cc1	-5	-26	7	3	-13	-1	10	3
Cc1ccc(CNC(=O)[C@H](C)NC(=O)C2CCN(C(=O)[C@@H](N)CC(C)C)CC2)cc1	-2	-6	-10	-13	3	-8	2	-12
COc1cccc(-c2ccc(C#N)c(SCC(=O)NCCc3ccccc3)n2)c1	1	-145	-6	5	-1	4	18	-6
CC(C)(C)c1ccc(/C=N/Nc2ccc(C(=O)O)cc2)cc1	0	-100	3	100*	96*	99*	-8	0

Assay outcomes as filed in PubChem.
